TAG inh = triacylglycerol accumulation inhibition; H9c2 cells, Nile Red lipid (TAG) fluorescence; cells loaded with 200 µM oleic acid; inhibition, % at 12.5 µM; 230,000 tested, 0.66% active; AID 651582;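 active = pattern-corrected inhibition of lipid staining of at least 50% with the nuclear-stain viability signal not falling by more than 50%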;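 also: 0% = DMSO wells and 100% = triacsin C control wells; some results filed as inactive read as strong as hits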
TAG inh DAPI viability = further read-out of TAG inh, marked with its call; DAPI nuclei signal change (viability), lower = more cytotoxic, %;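 whole-well DAPI fluorescence read on a plate reader as a viability signal; minus 50 percent equals half of cells still viable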
Numbers without * were called inactive. An excerpt (hit frequency here may not be typical).

SMILES	TAG inh	TAG inh DAPI viability
CC(=O)Nc1ccc(-c2ccnc3c2CC(C(=O)NCCC(F)(F)F)O3)cc1 (stereo not given)	14	-14
COc1ccccc1C(=O)Nc1nc2ccccc2s1	-4	0
CC(=O)Nc1ccc(C(=O)OCC(=O)N(C)C2CCCCC2)cc1	-8	1
COc1cccc(C(=O)N(Cc2cccs2)C2CCS(=O)(=O)C2)c1 (stereo not given)	5	-8
Cn1nc(C(F)(F)F)c(-c2ccccc2)c1NC(=O)CCC(=O)O	15	-13
CSc1nsc(SC)c1NC(=O)OC1CCCCC1	0	-6
O=C(Nc1ccc2c(c1)OCCO2)c1cccnc1Oc1ccccc1	2	-7
CC(NS(=O)(=O)c1ccc(Cl)cc1)C(=O)NCCC1=CCCCC1 (stereo not given)	5	-1
COCCCn1c(=O)/c(=C/c2ccccc2OC(C)C)s/c1=C(\C#N)C(=O)Nc1ccc(C(=O)O)cc1	29	-1
Cc1ccc(S(=O)(=O)N2CCN(C)CC2c2ccccc2)cc1 (stereo not given)	17	-2
CCN(CC(=O)Nc1c(F)cccc1F)C(=O)c1nc2nc(C)cc(C)n2n1	3	-1
Cc1cc(Cl)ccc1OCC(=O)Nc1ccccc1NS(=O)(=O)c1cccs1	3	-3
O=C(NN=C1CCCCCCCCCCC1)c1ccncc1	2	7
CC(NC(=O)C(NS(=O)(=O)c1cccc2nsnc12)C(C)C)c1ccccc1 (stereo not given)	2	-11
CCCSCCCNC(=O)CC1Oc2ccccc2NC1=O (stereo not given)	6	5
CC(C)CC1NC2(C(=O)N(C)c3ccccc32)C2C(=O)N(C(C)C)C(=O)C12 (stereo not given)	3	7
O=C(NC(=S)Nc1ccccc1[N+](=O)[O-])c1ccccc1	-2	-1
C/C(=N\NC(=O)CC(C)C)c1ccc(Cl)c(Cl)c1	-8	11
Cc1cc(=O)[nH]c(-c2ccccc2)n1	-4	-2
Cc1ccc(C)c(C(=O)CCC(=O)N2CCN(c3cccc(C(F)(F)F)c3)CC2)c1	-5	-2
CCNS(=O)(=O)c1ccc(NC(=O)Cn2nc(C(F)(F)F)cc2C)cc1	-1	-2
Cc1cc(C)cc(NC(=O)COC(=O)c2ccc(CN3CCCC3=O)cc2)c1	11	5
COc1ccc(N2C(=O)CSC23C(=O)Nc2ccccc23)cc1 (stereo not given)	-18	3
Cc1ccccc1CSc1n[nH]c(NS(=O)(=O)c2ccccc2)n1	-1	-4
Cc1ccc(C)n1-c1ccc(N2CCOCC2)c(Br)c1	12	-11
C[C@@H]1CN([C@@H](C)CO)C(=O)CCCn2nncc2CO[C@H]1CN(C)C(=O)c1cc(-c2ccccc2)on1	-5	-7
CC1(C)Cc2c(cnn2-c2ccc(F)cc2)C(NC(=O)c2ccc(=O)oc2)C1 (stereo not given)	14	-1
COc1ccc(-c2noc(CN(C)C3CCOCC3)n2)cc1	-7	9
CSCCC(NC(=O)c1cccc(C)c1)C(=O)O (stereo not given)	-6	11
O=C(NCC(c1ccc(F)cc1)N1CCOCC1)c1ccco1 (stereo not given)	-12	-2

Grouped by structure, the compounds so far with an aryl methoxy group (four)
SMILES	TAG inh	TAG inh DAPI viability
COc1ccccc1C(=O)Nc1nc2ccccc2s1	-4	0
COc1cccc(C(=O)N(Cc2cccs2)C2CCS(=O)(=O)C2)c1 (stereo not given)	5	-8
COc1ccc(N2C(=O)CSC23C(=O)Nc2ccccc23)cc1 (stereo not given)	-18	3
COc1ccc(-c2noc(CN(C)C3CCOCC3)n2)cc1	-7	9

In another format: results already given
Below each compound: TAG inh	TAG inh DAPI viability
> Cc1ccc(C)c(C(=O)CCC(=O)N2CCN(c3cccc(C(F)(F)F)c3)CC2)c1
→ -5	-2
> CCNS(=O)(=O)c1ccc(NC(=O)Cn2nc(C(F)(F)F)cc2C)cc1
→ -1	-2

Other compounds follow:
SMILES	TAG inh	TAG inh DAPI viability
Cc1nc2c3cc(F)ccc3n(CCN3CCCCC3)c2s1	-10	18
O=S(c1ccccc1O)S(=O)c1ccccc1O (stereo not given)	4	5
O=C(Cc1c(F)cccc1Cl)Nc1cc(S(=O)(=O)N2CCOCC2)ccc1N1CCCC1	22	-9
O=C(NC1CCN(Cc2ccccc2)C1)c1cccc(S(=O)(=O)N2CCOCC2)c1 (stereo not given)	14	-2
Cc1cc(C(C)(C)C)ccc1NC(=O)CC(C)(C)CC(=O)O	-12	7
O=C1/C(=C/c2cccnc2)SC(=NCc2ccccc2)N1Cc1ccccc1	13	-14
O=C(N/N=C1/SCC(=O)N1Cc1ccco1)c1ccccc1F	1	2
Cc1ccc(-n2ncc3c(N4CCCC(C)C4)ncnc32)c(C)c1 (stereo not given)	-28	1
CCCCCCn1c(-c2cccs2)n[nH]c1=S	12	-1
Cn1c(=O)c2cc(NC(=O)Cc3cccc4ccccc34)ccc2n1-c1ccccc1	-8	9
COc1ccc(CC(=O)OC(C)C(=O)Nc2ccc(S(N)(=O)=O)cc2)cc1 (stereo not given)	3	7
O=C(O)C1CCN(S(=O)(=O)c2ccc3c(c2)OCCCO3)CC1	-12	-22
CN(C)C(=S)NC(=O)C12CC3CC(C)(CC(C)(C3)C1)C2	0	4
COc1ccc(S(=O)(=O)N2CCCCCC2)cc1C(=O)NCCOc1ccc(C)cc1	1	-5
CCc1nc2ccc(C(=O)N(C)CCN(C)C)cn2c1N(CC)CCOC	-6	7

Next part, starting with the last 2 of the part before.
SMILES	TAG inh	TAG inh DAPI viability
COc1ccc(S(=O)(=O)N2CCCCCC2)cc1C(=O)NCCOc1ccc(C)cc1	1	-5
CCc1nc2ccc(C(=O)N(C)CCN(C)C)cn2c1N(CC)CCOC	-6	7
CN(C)n1cccc1/C=C(\C#N)S(=O)(=O)c1ccc(Cl)cc1	2	-1
CCN(c1ccccc1)S(=O)(=O)c1ccc(C(=O)NNC(=O)c2ccccc2F)cc1	12	1
CC(=NNC(=S)N1CCCCC1)c1cccc(C)n1	48	-18
CC(C)[C@H](NC(=O)c1ccccc1)C(=O)OCC(=O)Nc1sccc1C(N)=O	-9	8
CC(C)(C)c1ccc(Oc2ccc(NC(=O)C3CC=CCC3C(=O)O)cc2)cc1 (stereo not given)	9	-4
COc1ccc(COC(=O)CCNC(=O)c2ccc(Cl)cc2)cc1	-10	2
Cc1ccc(-n2c(=S)[nH]c3[nH]ncc3c2=O)cc1	-13	-3
CC(=O)NN1C(=O)/C(=C\c2ccc(Cl)cc2)SC1=S	-1	5
CCN(C(=O)COC(=O)C1CCN(S(=O)(=O)c2ccc3c(c2)OCCO3)CC1)C1CCCCC1	-12	11
Cc1cc(NC(=O)C(C)SCC(=O)Nc2ccc(C(=O)OC(C)C)cc2)no1 (stereo not given)	0	0
CCC(C)NC(=O)c1ccc(NC(=O)C2CCCO2)cc1 (stereo not given)	7	-3
Cc1nc(C)c(Oc2ccc(Cl)cc2Cl)c(=O)[nH]1	4	-5
Cc1cc(NC(=O)c2ccc3c(c2)OCCO3)ccc1NC(=O)c1cc2ccccc2o1	7	6
Cc1ccc[n+](-c2nc3ccccc3nc2[N-]S(=O)(=O)c2ccccc2)c1	8	3
CC(=O)Nc1ccc(OS(=O)(=O)c2c(C)cc(C)cc2C)cc1	-13	2
Cc1cc(NC(=O)COC(=O)CCNS(=O)(=O)c2c(Cl)cccc2Cl)no1	-12	3
Cn1c(NCc2cccnc2)nc2cc(-c3cccc(C(F)(F)F)c3)sc2c1=O	14	-4
Oc1ccccc1C1=NCCNC(C(F)(F)C(F)F)=C1	16	-6
CN(C)S(=O)(=O)c1ccc(NC(=O)CN2CCCC2c2ccc3c(c2)OCCCO3)cc1 (stereo not given)	-4	4
O=C(COC(=O)c1ccc(F)c(S(=O)(=O)N2CCOCC2)c1)NCc1ccc(Cl)cc1	8	1
CCCCn1c(N)c(N(CC(C)C)C(=O)c2ccc(-c3ccc(C(C)=O)cc3)o2)c(=O)[nH]c1=O	6	-1
CC(C)Cc1ccccc1S(N)(=O)=O	-48	1
COc1ccc(-c2cc(NC=O)c3ncc(-c4cnn(C)c4)n3c2)cc1	3	3
Cc1cc(C)c(C#N)c(SCc2ccccc2F)n1	-6	0
Cc1nnsc1NC(=O)OCc1ccccc1Cl	-18	0
CCOC(=O)c1c(N)nn(C(=O)C(C)C)c1-c1ccccc1	8	-3
COc1ccc(C(=O)NC2CC2)cc1OC1CCN(Cc2cnn(C)c2C)CC1	-9	12
CC(C)C(=O)N1CCN(c2ccc(NC(=O)c3ccc(Br)o3)cc2)CC1	-4	7
Cc1ccc(OCCC(=O)Nc2ccc(S(=O)(=O)Nc3cc(C)nc(C)n3)cc2)cc1	-7	-4
O=C(O)CCCC(=O)NNc1nc(-c2ccccc2)c2cc(Cl)ccc2n1	1	-2
COCCS(=O)(=O)N(Cc1ccc(Br)cc1)[C@@H](C)C(=O)OC	53*	-40*
O=S(=O)(Cc1ccccc1)CS(=O)(=O)Cc1ccccc1	-7	4
C[C@H]1CN(c2ccccc2)C(=O)[C@@H]1CC(=O)Nc1ccccc1	20	-6
CC(C)(C)c1ccc(S(=O)(=O)NC(=O)C2(C)CCN2C(=O)C2CC2)cc1 (stereo not given)	-11	7
O=C(NCc1nc2ccccc2[nH]1)C1=C[C@H](C2CC2)C[C@H](OCCCCO)O1	1	-5
COc1ccc(N(CC(=O)Nc2ccc3c(c2)OCCO3)S(=O)(=O)c2cccc(C)c2)cc1	14	0
CCN(C(=O)COC(=O)c1cnc(C)cn1)c1c(N)n(Cc2ccccc2)c(=O)[nH]c1=O	-8	9
CCc1[nH]nc2c1C(C1C=CCCC1)C(C#N)=C(N)O2 (stereo not given)	-6	-13
Cc1ccc(S(=O)(=O)N2CCCC(c3nnc4n3-c3ccccc3SC4)C2)cc1 (stereo not given)	21	-4
CC(=O)Nc1ccc(S(=O)(=O)Nc2ccc(N3CCOCC3)c(F)c2)cc1	-9	5
COC(=O)C(C)SC1=N/C(=C/c2ccc(-n3cncn3)cc2)C(=O)N1 (stereo not given)	10	-3
Cc1ccc(N(C(=O)c2snc(C(N)=O)c2N)C(C(=O)NCCC(C)C)c2ccco2)cc1 (stereo not given)	2	2
O=S(=O)(c1cccc(-c2csc(-c3ccccc3)n2)c1)N1CCOCC1	-47	6
CC(=O)C1N=NCC1c1ccccc1 (stereo not given)	-12	3
CCOC(=O)c1c(C)nsc1NCc1ccccc1	-13	-2
O=S(=O)(c1ccc(N2CCCCCC2)nc1)N1CCCC1	-2	-9
CCNC(=O)C1CCCN(C(=O)c2ccc3snnc3c2)CC1 (stereo not given)	-11	4
COc1ccc(NC(=O)CN2C(=O)C3CC=CCC3C2=O)cc1Cl (stereo not given)	-3	11
COc1ccc(C(=O)N2CC3(CC(c4cccc(NC(=O)CC(c5ccccc5)c5ccccc5)c4)=NO3)C[C@H]2C(N)=O)cc1 (stereo not given in full)	2	-2
Cc1ccc(C(=O)Nc2nc(C)c(C)s2)o1	-9	-2
CCOC(=O)c1c(NC2=NS(=O)(=O)c3ccccc32)sc2c1CCCCC2	-6	13
CCCCc1ccc(S(=O)(=O)NC(=O)C2(C)CCN2C(=O)CC2CC2)cc1 (stereo not given)	7	-13
CNC(=O)COC(=O)COc1ccc2c(C)cc(=O)oc2c1	-3	4
CC(=O)Nc1ccc(NC(=O)C(=O)c2cn(CC(=O)N3CCCC3)c3ccccc23)cc1	-1	6
CC(=O)c1ccc(OC(=O)Oc2ccc(C(C)=O)cc2)cc1	12	-1
CCN(C(=O)CN1C(=O)NC(c2ccccc2)(c2ccc(C)c(C)c2)C1=O)C1CCS(=O)(=O)C1 (stereo not given)	23	-8
Cc1nnsc1C(=O)NNS(=O)(=O)c1cc(C(F)(F)F)cc(C(F)(F)F)c1	12	-10
O=C(Cn1cc([N+](=O)[O-])ccc1=O)N1CCc2ccccc21	-15	-6
c1ccc(-c2ccccc2-c2nc(-c3ccncc3)no2)cc1	4	-4
CC1CCN(S(=O)(=O)c2ccc3[nH]c(=O)ccc3c2)CC1	-15	-8
(listing goes on)
SMILES	TAG inh	TAG inh DAPI viability
CC1(c2ccc(OC(F)F)cc2)NC(=O)N(CC(=O)Nc2ccc(S(N)(=O)=O)cc2)C1=O (stereo not given)	4	13
Cc1ccc(C)c(C(=O)NCCN(C)C)c1	0	4
CC(=O)N1CCC(CCCC2CCN(C(C)=O)CC2)CC1	1	-6
N#CCCN(C(=O)COC(=O)c1n[nH]c2ccccc12)c1ccccc1	20	6
Cc1c[n+]([O-])ccc1[N+](=O)[O-]	5	-5
C[N+]1(CCn2ccc3ccccc32)CCCCC1	-2	-3
CCOc1ccc(N2C(=O)C3C(c4ccccc4F)NN(C(=O)c4ccc(C)cc4)C3C2=O)cc1 (stereo not given)	-3	-1
CC(=O)c1c(COC(=O)c2ccco2)nc2ccccc2[n+]1[O-]	14	-3
Cc1cccc(C(=O)NCC(=O)Nc2ccncc2)c1	2	-1
Nn1c(SCc2cccc(Br)c2)nnc1-c1cccnc1	5	-5
CCCNC(=O)c1cc(C2CCCCN2C(=O)c2ccc(C#N)cc2)on1 (stereo not given)	4	86
CCOC1=NN(c2ncc(C(F)(F)F)cc2Cl)C(=O)/C1=C/N(C)C	8	1
COc1ccc(N2CC(NC(=O)N3CCN(c4ccccc4)CC3)CC2=O)cc1 (stereo not given)	11	-9
Cc1cc(=O)n2[nH]c(-c3ccccc3Cl)cc2n1	-5	-2
O=C(COC(=O)CNC(=O)c1ccccc1)Nc1ccc(S(=O)(=O)N2CCOCC2)cc1	-1	7
CCOc1ccccc1NC(=O)N1CCC(NC(=O)c2ccccc2C)CC1	-7	-2
Cc1cc(C)c(S(=O)(=O)Nc2ncn[nH]2)c(C)c1	3	4

Shown field by field: part of the list above
Cc1c[n+]([O-])ccc1[N+](=O)[O-]
  TAG inh: 5	TAG inh DAPI viability: -5

C[N+]1(CCn2ccc3ccccc32)CCCCC1
  TAG inh: -2	TAG inh DAPI viability: -3

Screening results deposited in PubChem BioAssay by Sanford-Burnham Center for Chemical Genomics.
